# TAAR1 ag – agonists of human TAAR1; CHO RD-HGA16 TAAR1, Fluo-8 calcium fluorescence; vehicle wells 0%, saturating PEA agonist 100%; activation, % at 3 µM; hit rate 0.99% among 360,000;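 active = activation above the mean activation of all test compounds in the run plus 3 SD, cut at about 38% in these data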
#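 System: CHO-derived RD-HGA16 cells with stable Gα16 and human TAAR1 / Times: 17-24 h plating, Fluo-8 75 min 37 °C, 30 min RT / Technique: calcium-sensitive Fluo-8 signal, excitation 470-495, emission 515-575 nm / Measure: % activation relative to PEA EC100 response / Benchmarks: DMSO and PEA EC100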
# CHRM1 antagonist – antagonists of human M1 muscarinic receptor; P11229; CHO-K1 hM1, Fluo-8 calcium fluorescence, ACh EC80 antagonist; inhibition, % at 3 µM; hit rate 1.3% among 360,000;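 active = percent inhibition above its own plate's cutoff, namely the mean of that plate's compound wells plus 3 SD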;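 note: peak over basal fluorescence ratio during 140 s after agonist addition; 0% = ACh EC80 plus DMSO and 100% = DMSO alone without agonist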
# Target sequence (P11229 whole entry, looked up): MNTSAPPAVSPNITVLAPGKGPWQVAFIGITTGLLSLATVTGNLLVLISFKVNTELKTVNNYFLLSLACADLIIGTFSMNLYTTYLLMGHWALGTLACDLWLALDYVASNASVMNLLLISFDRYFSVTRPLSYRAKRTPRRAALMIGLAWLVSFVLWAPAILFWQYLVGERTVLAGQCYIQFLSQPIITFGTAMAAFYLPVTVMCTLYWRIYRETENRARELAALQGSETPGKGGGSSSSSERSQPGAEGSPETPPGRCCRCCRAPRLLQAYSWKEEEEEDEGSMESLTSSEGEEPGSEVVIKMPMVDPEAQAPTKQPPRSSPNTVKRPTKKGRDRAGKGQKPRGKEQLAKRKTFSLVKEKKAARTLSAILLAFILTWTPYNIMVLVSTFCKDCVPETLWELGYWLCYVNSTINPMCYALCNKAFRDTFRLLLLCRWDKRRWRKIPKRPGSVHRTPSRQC
# CHRM1 agonist – activates human CHRM1 receptor; CHO-K1 hM1, Fluo-8 calcium fluorescence, agonist mode; 0% DMSO, 100% acetylcholine EC100; activation, % at 3 µM; hit rate 0.33% among 360,000; AID 588814;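 active = activation above the run's mean compound activation plus 3 SD, cut at about 16% in these data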;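 note: peak over basal fluorescence ratio within a 140 s kinetic read after compound addition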
# CHRM4 antagonist – blocks acetylcholine activation of human M4 receptor | hit rate 0.73% among 360,000 | P08173 | inhibition, % at 3 µM | CHO-hM4 cells, ACh EC80, Fluo-8 calcium fluorescence;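 active = inhibition above its plate's cutoff, the mean inhibition of sample wells plus 3 SD, cut at about 27% in these data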;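 note: 0% = acetylcholine EC80 with DMSO and 100% = DMSO without agonist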
# Target sequence (P08173 whole entry, looked up): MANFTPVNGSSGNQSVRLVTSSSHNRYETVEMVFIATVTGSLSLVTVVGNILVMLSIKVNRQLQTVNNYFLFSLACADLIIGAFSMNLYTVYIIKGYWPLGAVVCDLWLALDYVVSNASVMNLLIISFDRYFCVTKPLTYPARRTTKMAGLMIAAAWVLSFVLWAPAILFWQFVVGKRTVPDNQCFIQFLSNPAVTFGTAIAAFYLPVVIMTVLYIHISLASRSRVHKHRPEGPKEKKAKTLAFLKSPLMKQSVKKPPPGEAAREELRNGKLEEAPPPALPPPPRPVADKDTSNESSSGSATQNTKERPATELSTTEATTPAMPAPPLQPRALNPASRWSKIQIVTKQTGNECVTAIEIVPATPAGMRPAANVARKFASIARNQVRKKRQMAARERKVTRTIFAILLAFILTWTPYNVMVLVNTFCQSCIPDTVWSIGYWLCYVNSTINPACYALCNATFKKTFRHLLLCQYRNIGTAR
# M5 PAM – positive allosteric modulators of human muscarinic M5 receptor | hit rate 0.3% among 360,000 | AID 624038 | P08912 | CHO-K1 hM5, Fluo-8 calcium, ACh EC20 PAM; 0% = ACh EC20, 100% = ACh EC100 | activation, % at 3 µM;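 active = activation above the run cutoff, the mean activation of all test compounds plus 3 SD, cut at about 18% in these data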
#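 System: CHO-K1 hM5 cells. Reagent: acetylcholine, EC20 level. Compound dosing: single dose, 3 µM nominal final test concentration. Timing: Post-acetylcholine fluorescence recording 140 s. Detection: Fluo-8 calcium fluorescence. Read-out: % activation, ACh-normalized. Benchmarks: ACh EC20 and EC100 wells. Repeats: singlicate, one well per test compound.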
# M5 antag – blocks acetylcholine activation of human M5 receptor; P08912; CHO-hM5 cells, Fluo-8 calcium fluorescence, ACh EC80; inhibition, % at 3 µM; hit rate 0.59% among 360,000; AID 624040;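 active = inhibition above a per-plate cutoff, the mean of that plate's test compounds plus 3 SD, cut at about 27% in these data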;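 note: 0% = acetylcholine EC80 with DMSO and 100% = DMSO without agonist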
# CHRM5 agonist – CHRM5 agonism in calcium assay | hit rate 0.19% among 360,000 | P08912 | activation, % at 3 µM | CHO-K1 hM5 cells, Fluo-8 calcium fluorescence; 0% DMSO wells, 100% maximal acetylcholine response;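 active = activation above the run's mean over test compounds plus 3 SD, cut at about 23% in these data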;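 note: signal is peak over basal fluorescence ratio across the kinetic read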
# M4 ag – agonists of human muscarinic M4 receptor (CHRM4) | activation, % at 3 µM | hit rate 0.14% among 360,000 | CHO-K1 hM4/Gqi5, Fluo-8 calcium fluorescence; vehicle 0%, full acetylcholine response 100%;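 active = activation above the run mean over all test wells plus 3 SD, cut at about 32% in these data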;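 note: peak over basal fluorescence ratio per well then scaled between controls; 0% = DMSO wells and 100% = acetylcholine at EC100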
# CHRM1 PAM – positive allosteric modulators of human M1 muscarinic receptor. P11229. CHO-K1 hM1, Fluo-8 calcium fluorescence, ACh EC20; 0% = ACh EC20, 100% = maximal ACh. activation, % at 3 µM. hit rate 0.088% among 360,000; in the data active = activation above about 19%, passing the limit was not always enough
# * = called active by the depositor; . = no result given.
SMILES,TAAR1 ag,CHRM1 antagonist,CHRM1 agonist,CHRM4 antagonist,M5 PAM,M5 antag,CHRM5 agonist,M4 ag,CHRM1 PAM
CCCCCNCc1ccc(Br)cc1,15,5,7,1,-4,6,-5,5,3
O=C(COc1ccc(Cl)cc1)NCCN1CCCCC1,2,-4,-8,-1,-6,13,-5,1,4
Oc1ccc(CN2CCN(Cc3ccccc3)CC2)c2cccnc12,9,-1,-4,-1,-7,-1,-5,1,1
COc1ccc(CCNC(=O)CCS(=O)(=O)c2ccc(C)cc2)cc1OC,0,-10,-6,-1,-1,-3,-2,-1,3
CCCC1(C(=O)O)NC(c2cccc(OC)c2O)C2C(=O)N(c3ccccc3)C(=O)C21 (centres undefined),1,-13,0,-18,3,-8,0,1,5
Cc1ccc2c(c1)sc(=NC(=O)C1CC1)n2C,5,-10,-4,0,0,5,-8,0,5
CC1=NNC(=O)/C1=C\c1cn(-c2ccccc2)nc1-c1cccs1,37,34*,2,60*,10,10,24*,14,-3
CCCc1c(-c2ccc(Cl)cc2)ncn1Cc1cccc(-c2ccccc2)c1,2,.,.,4,-3,-5,-4,1,.
Cc1c(-n2c(SCC(=O)O)nnc2-c2ccccc2Br)c(=O)n(-c2ccccc2)n1C,0,-2,-2,-18,3,7,2,-1,5
CCCn1c(N)[n+](CC(=O)c2ccco2)c2ccccc21,8,0,-9,-4,4,-11,2,0,2
C#CCOC(=O)CCCN1C(=O)c2cccc3cccc(c23)C1=O,7,-7,-3,-4,-3,-3,0,2,7
Cn1c(N)c(C(C[N+](=O)[O-])c2c(F)cccc2Cl)c(=O)n(C)c1=O (centres undefined),4,-8,-3,6,0,10,-3,0,10
CCOC(=O)N1C(=O)[C@](c2ccc(Cl)cc2)(C(C)C)N1C(=O)OCC,8,18,-6,4,-2,6,-6,0,-5
O=C(CCSCc1ccccc1Cl)N1CCN(c2ccccn2)CC1,16,4,-7,-7,4,1,-2,2,1
CC(C)(C)NC(=O)CN(C(=O)CNC(=O)c1cccs1)c1ccccc1F,2,-4,-1,8,1,5,0,3,4
CC(NC(=O)NCc1cccnc1)(C(F)(F)F)C(F)(F)F,-3,-5,-4,-8,3,-3,-1,0,1
O=C(CN(CCc1ccccc1)C(=O)c1csnn1)NCc1ccc(F)cc1,20,-3,0,-16,-4,10,1,9,1
Cc1cc(NC(=O)COn2nnc3ccc(S(C)(=O)=O)cc32)ccc1Br,15,5,5,8,-17,11,8,16,-2
Nc1nc(-c2ccc(Br)cc2)c(S(=O)(=O)c2ccccc2)s1,1,-10,-7,3,-13,8,-3,0,3
COCc1nnc(NC(=O)c2ccc(S(=O)(=O)N3CCOCC3)cc2)o1,2,-15,0,9,3,2,-1,0,7
CCNC(=O)C1(C)CCN(C(=O)c2cccnc2SC)C1 (centres undefined),0,-18,-1,-10,-1,4,0,1,17
Cc1cc(C)c(C)c(S(=O)(=O)Nc2ccccc2N2CCOCC2)c1C,4,13,-2,1,-1,11,0,-1,-7
CCOC(=O)C1CCCN(c2c(NCCN(CC)c3ccccc3)c(=O)c2=O)C1 (centres undefined),9,21,-3,-3,-3,-2,1,2,-9
Clc1ccccc1CSc1nnc(-c2ccncc2)o1,13,-14,-3,6,1,-2,-2,-1,13
Nc1c(-c2ccccc2)cnn1-c1cccc(Cl)c1,-2,-10,-5,-4,-5,7,-7,2,8
COCCNC(=O)c1cc2c(c(-c3cccc(-c4cccc(OC)c4)c3)n1)[C@H](CCO)N(S(=O)C(C)(C)C)C2 (some centres undefined),5,-17,-4,-9,3,6,3,3,3
O=C(NCCc1ccccc1)C1CCC(=O)N(Cc2cccc(C(F)(F)F)c2)C1 (centres undefined),7,6,-3,3,-7,21,-3,2,-2
O=C(CCc1ccccc1)Nc1nc2nc(-c3ccccc3)cc(=O)n2[nH]1,0,-2,-2,1,-4,-1,1,1,6
NC(=O)c1ccc(CSc2nc3ccccc3s2)cc1,4,0,4,-10,-2,-12,-2,7,8
COCCNC(=O)CN(C(=O)CCC(=O)Nc1ccccn1)c1cc(C)ccc1C,2,-22,-2,-1,3,-1,2,0,19

# Full records as entered above. Order of values: TAAR1 ag | CHRM1 antagonist | CHRM1 agonist | CHRM4 antagonist | M5 PAM | M5 antag | CHRM5 agonist | M4 ag | CHRM1 PAM
# O=C(CCc1ccccc1)Nc1nc2nc(-c3ccccc3)cc(=O)n2[nH]1 in the list: 0 | -2 | -2 | 1 | -4 | -1 | 1 | 1 | 6
# O=C(NCCc1ccccc1)C1CCC(=O)N(Cc2cccc(C(F)(F)F)c2)C1 (centres undefined) in the list: 7 | 6 | -3 | 3 | -7 | 21 | -3 | 2 | -2
# NC(=O)c1ccc(CSc2nc3ccccc3s2)cc1 in the list: 4 | 0 | 4 | -10 | -2 | -12 | -2 | 7 | 8
# COCCNC(=O)CN(C(=O)CCC(=O)Nc1ccccn1)c1cc(C)ccc1C in the list: 2 | -22 | -2 | -1 | 3 | -1 | 2 | 0 | 19
# COCc1nnc(NC(=O)c2ccc(S(=O)(=O)N3CCOCC3)cc2)o1 in the list: 2 | -15 | 0 | 9 | 3 | 2 | -1 | 0 | 7

# Back to the main list; the 7 compounds before the break are reprinted first.
SMILES,TAAR1 ag,CHRM1 antagonist,CHRM1 agonist,CHRM4 antagonist,M5 PAM,M5 antag,CHRM5 agonist,M4 ag,CHRM1 PAM
Clc1ccccc1CSc1nnc(-c2ccncc2)o1,13,-14,-3,6,1,-2,-2,-1,13
Nc1c(-c2ccccc2)cnn1-c1cccc(Cl)c1,-2,-10,-5,-4,-5,7,-7,2,8
COCCNC(=O)c1cc2c(c(-c3cccc(-c4cccc(OC)c4)c3)n1)[C@H](CCO)N(S(=O)C(C)(C)C)C2 (some centres undefined),5,-17,-4,-9,3,6,3,3,3
O=C(NCCc1ccccc1)C1CCC(=O)N(Cc2cccc(C(F)(F)F)c2)C1 (centres undefined),7,6,-3,3,-7,21,-3,2,-2
O=C(CCc1ccccc1)Nc1nc2nc(-c3ccccc3)cc(=O)n2[nH]1,0,-2,-2,1,-4,-1,1,1,6
NC(=O)c1ccc(CSc2nc3ccccc3s2)cc1,4,0,4,-10,-2,-12,-2,7,8
COCCNC(=O)CN(C(=O)CCC(=O)Nc1ccccn1)c1cc(C)ccc1C,2,-22,-2,-1,3,-1,2,0,19
COc1ccc(N2CCN(C(=O)CCC(=O)N3CC(C)Oc4ccc(C)cc43)CC2)cc1 (centres undefined),0,-4,-5,3,-3,1,0,3,-3
COc1ccc(OCc2nnc(SCC(=O)N3CCCCC3)o2)cc1,2,-7,0,-3,-2,7,-1,1,-3
COc1ccc(NC(=O)N(C)[C@H]2C[C@H]3c4[nH]c5ccccc5c4CCN3C[C@H]2[C@H](C)O)cc1,-1,-5,-5,-8,0,-3,-1,0,0
CCOC(=O)C1(Cc2ccccc2C)CCCN(Cc2ccc(NC(C)=O)cc2)C1 (centres undefined),7,-3,-12,7,-11,4,-2,9,3
CCCn1c(SCC(=O)Nc2ccc3c(c2)OCCO3)nnc1-c1ccco1,12,3,-2,6,2,5,-2,0,0
COc1ccc2cc(CN(CC3CCCO3)C(=S)Nc3ccccc3)c(=O)[nH]c2c1 (centres undefined),5,-6,-7,6,-4,5,-5,5,5
Nc1nonc1-n1nnc(C(=O)N/N=C/c2cccnc2)c1-c1cccs1,12,19,0,-4,-1,-6,3,10,-7
Cn1c(=O)n(C)c2cc(S(=O)(=O)NCCO)ccc21,1,-7,-2,5,-4,0,1,1,-6
COc1ccc(/C=N/Nc2nc3ccccc3s2)cc1O,17,-3,-2,5,-1,-13,7,4,6
COC(=O)Cn1c(C)c(C#N)c2ccccc21,16,-36,-2,-1,3,-2,-3,0,8
CCN(Cc1ccccc1)C(=O)CN1C(=S)NC(C)(C)CC1C (centres undefined),4,-5,-4,-1,1,-4,0,0,2
CCCC(=O)Nc1ccc(Cl)c(NC(=O)c2cccc(OC)c2)c1,5,0,-6,8,4,-4,0,2,6
O=C(c1ccccc1)c1nc[nH]c1C(=O)Nc1ccccn1,9,6,-2,3,-5,-1,0,3,-1
CCCCc1ccc(NC(=O)c2c(C)noc2C)cc1,-1,-2,-7,-2,-2,-4,-2,-2,4
O=C(CCn1nnc2ccccc21)N1CCN(c2ccccc2)CC1,7,-25,-3,-3,8,-5,0,1,18
Clc1ccc(N2CCN(c3cnc4ccccc4n3)CC2)cc1,16,4,-2,-18,1,-1,-2,1,4
COc1ccc2nc(C)cc(NCCN3CCOCC3)c2c1,-2,-3,-7,6,-2,9,-2,0,2

# 2 entries from above in another layout.
> CCOC(=O)C1(Cc2ccccc2C)CCCN(Cc2ccc(NC(C)=O)cc2)C1 (centres undefined)
  TAAR1 ag = 7; CHRM1 antagonist = -3; CHRM1 agonist = -12; CHRM4 antagonist = 7; M5 PAM = -11; M5 antag = 4; CHRM5 agonist = -2; M4 ag = 9; CHRM1 PAM = 3

> CCCn1c(SCC(=O)Nc2ccc3c(c2)OCCO3)nnc1-c1ccco1
  TAAR1 ag = 12; CHRM1 antagonist = 3; CHRM1 agonist = -2; CHRM4 antagonist = 6; M5 PAM = 2; M5 antag = 5; CHRM5 agonist = -2; M4 ag = 0; CHRM1 PAM = 0

# Screens (PubChem)

# An excerpt. The share of hits here may be higher or lower than overall.
